Screening results as filed in PubChem.
AID2073 = inhibitors of Mint1-CaV2.2 protein interaction, biochemical, HTRF (AID 2073). inhibition, % at 20 µM; hits with a dose series show IC50 in µM. HTRF protein-protein interaction, Mint1-CaV2.2; higher % means a stronger effect. Voltage-dependent N-type calcium channel subunit alpha-1B (Homo sapiens). 290,000 tested, 0.19% active; in the data active means inhibition mostly above about 51%, no sharp cut-off; further: some results filed as inactive read as strong as hits
SIAH1 antagonists = Siah-1 peptide-binding antagonists, primary screen, biochemical, fluorescence polarization, rhodamine-plectin, uHTS (AID 1817); 290,000 tested, 0.02% active; displacement, % at 20 µM; hits with a dose series show IC50 in µM; Siah-1 / rhodamine-plectin peptide fluorescence polarization; higher % means a stronger effect; E3 ubiquitin-protein ligase SIAH1 (Homo sapiens);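 active means displacement of at least 50% at 20 µM, with a fluorescence ratio check between 0.3 and a set limit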;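 further: plate controls were Siah plus tracer with DMSO for no effect and tracer alone without Siah for full effect; strong numbers were not always called active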
HIV peptide binding = inhibitors of HIV fusion peptide binding, primary screen, biochemical, uHTS, fluorescence dequenching (AID 1986). 290,000 tested, 0.3% active. inhibition, % at 20 µM, or IC50 in µM where a hit was titrated. cell-free peptide binding, fluorescence dequenching, 30 min; higher % means a stronger effect; in the data active means inhibition mostly above about 52%, no sharp cut-off; inactive means mostly below about 76%; further: some results filed as inactive read as strong as hits
KOR beta-arrestin-1 = KOR antagonists, beta-arrestin recruitment, cell-based, luminescence, uHTS (AID 1778); Kappa-type opioid receptor (Homo sapiens); KOR beta-arrestin recruitment, luminescence, antagonist mode; higher % means a stronger effect; inhibition, % at 10 µM; hits with a dose series show IC50 in µM; 290,000 tested, 0.091% active; in the data active means inhibition above about 50%; further: strong numbers were not always called active
NOD1 inhibition = NOD1 signaling inhibitors, primary screen, cell-based, luminescence, uHTS (AID 1578); NOD1-driven NF-kB luciferase reporter cells, luminescence; higher % means a stronger effect; one-dose inhibition, % at 4 µM; EC50 in µM for titrated hits; 290,000 tested, 1% active; in the data active means inhibition mostly above about 36%, no sharp cut-off; inactive means mostly below about 34%;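 further: HEK-293T reporter cells stimulated with the NOD1 agonist gamma-tri-DAP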
KOR beta-arrestin-2 = KOR agonists, beta-arrestin recruitment, primary screen, cell-based, luminescence, uHTS (AID 1777); KOR beta-arrestin recruitment, luminescence; higher % means a stronger effect; Kappa-type opioid receptor (Homo sapiens); 280,000 tested, 0.02% active; activation, % at 10 µM; hits with a dose series show EC50 in µM; in the data active means activation above about 50%, passing the limit was not always enough; further: a part of the inactive calls stands beside numbers as strong as those of hits
GPR55 activation = GPR55 agonists via beta-arrestin recruitment, primary screen, imaging, U2OS cells, beta-arrestin-GFP redistribution (AID 1961) | one-dose activation, % at 10 µM; EC50 in µM for titrated hits | 290,000 tested, 0.048% active | G-protein coupled receptor 55 (Homo sapiens) | U2OS GPR55 beta-arrestin-GFP redistribution imaging; higher % means a stronger effect;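 active means activation above 40% with more than 50 cells counted in the well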;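 further: U2OS osteosarcoma cells stably expressing GPR55 and beta-arrestin-GFP; plate controls were DMSO negative control for no effect and LPI positive control for full effect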
GPR35 arrestin U2OS = GPR35 antagonists blocking zaprinast-driven arrestin recruitment, primary screen, imaging, U2OS, beta-arrestin-GFP, zaprinast agonist (AID 2058) | inhibition, % at 10 µM, or IC50 in µM where a hit was titrated | 290,000 tested, 0.052% active | U2OS GPR35 beta-arrestin-GFP translocation imaging, zaprinast antagonism; higher % means a stronger effect;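 active means inhibition of at least 50% with at least 30 cells and total cytoplasm GFP at most 10,000,000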
GPR55 LPI antagonism = GPR55 antagonists blocking LPI-driven arrestin recruitment, primary screen, imaging, U2OS, beta-arrestin-GFP, LPI agonist (AID 2013). U2OS GPR55 beta-arrestin-GFP translocation imaging, LPI antagonism; higher % means a stronger effect. G-protein coupled receptor 55 (Homo sapiens). inhibition, % at 10 µM; hits with a dose series show IC50 in µM. 290,000 tested, 0.13% active;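 active means spots per cell inhibited over 60%, with over 100 cells counted and total cytoplasm intensity under 500,000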;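 further: U2OS cells stably carrying GPR55 and arrestin-GFP stimulated by 5 µM LPI near EC80; imaged beta-arrestin-GFP aggregate spots per cell after agonist stimulation; plate controls were LPI-stimulated DMSO wells for no effect and DMSO wells without LPI for full effect; some results filed as inactive read as strong as hits; confirmed hits need IC50 under 10 µM and bright autofluorescent wells are also inconclusive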
* hit, by the source's call; nt = not tested or not shown; [ ] = another dose, or the depositor's remark. Not all compounds are listed; count on the stated rates, not on these rows.

# | AID2073 | SIAH1 antagonists | HIV peptide binding | KOR beta-arrestin-1 | NOD1 inhibition | KOR beta-arrestin-2 | GPR55 activation | GPR35 arrestin U2OS | GPR55 LPI antagonism | Structure
1 | 0% | 5% | 0.7% | -9% | -16% | 0.1% | 0.1% | -13% | -4% | O=C(CSc1nnc(CNC(=O)c2c(F)cccc2Cl)o1)c1ccccc1
2 | 7% | -4% | 0.3% | -29% | -17% | 2.8% | 0.0% | 6% | -10% | CCCCOP(=O)(c1ccc(N(C)C)cc1)C(O)c1ccc(OC)c(OC)c1 (configuration not stated)
3 | -22% | -4% | -2.2% | 6% | -23% | 3.6% | -0.2% | 11% | 0% | CCOc1cc(NC(=S)NCCCN2CCOCC2)c(OCC)cc1NC(=O)c1cccs1
4 | -40% | 2% | -0.5% | -42% | -28% | 5.0% | 0.6% | -2% | 4% | CN(C)CCNC(=O)CNC(=S)N(Cc1ccccc1)Cc1ccccc1F
5 | -6% | -1% | 0.7% | -24% | 6% | -1.6% | -0.1% | 17% | 8% | O=C(Nc1c[nH]c(=O)[nH]c1=O)c1ccccc1Br
6 | 7% | -5% | -2.1% | 25% | 11% | -2.2% | -0.1% | -3% | 17% | CCOC(=O)c1ccc(NC(=O)c2nc[nH]c2C(=O)N2CCN(c3ccccc3)CC2)cc1
7 | 6% | 0% | -1.0% | 14% | 45% | 1.1% | -0.2% | 25% | 4% | c1cn(-c2ncnc3sc4c(c23)CCCC4)cn1
8 | 2% | 0% | 0.6% | 9% | -23% | -3.7% | -0.3% | 3% | -5% | O=C(Cn1nc(Cc2ccncc2)c2ccccc2c1=O)N1CCc2ccccc2C1
9 | 18% | 2% | 2.1% | -32% | -31% | -0.9% | -0.1% | 8% | 4% | COc1nc(C)ccc1-c1noc(-c2ccccn2)n1
10 | 5% | 0% | 4.8% | -19% | -60% | -3.2% | -0.1% | 4% | 9% | Cc1ccc(/C=C/S(=O)(=O)NCC(=O)O)cc1
11 | -7% | -2% | -1.0% | -11% | 45% | -4.7% | 0.0% | -11% | -10% | Cc1nc([N+](=O)[O-])c(Br)n1CC(=O)c1ccc(Br)cc1
12 | 8% | 2% | 6.8% | -14% | 11% | 4.2% | -0.3% | -2% | 8% | CC1=NN(c2ccc(C)c(C)c2)C(=O)/C1=C/c1ccc2c(c1)n(C)c(=O)n2C
13 | 10% | -1% | 2.6% | -16% | -9% | 7.0% | -0.2% | -4% | 10% | CCn1cc(S(=O)(=O)CC(=O)Nc2cc(C)on2)c2ccccc21
14 | 1% | 2% | -2.0% | 3% | 12% | 0.1% | -0.1% | -10% | 5% | O=C(O)C1CCCCC1C(=O)NCCCN1CCOCC1 (configuration not stated)
15 | 8% | -2% | 0.3% | 20% | -33% | 2.1% | -0.1% | 0% | -2% | COc1ccc(C2=NOC(C(=O)NCc3ccccn3)C2)cc1 (configuration not stated)
16 | 3% | 0% | 0.2% | 6% | -20% | -3.2% | -0.3% | 8% | 7% | CC1(C)CC(n2c(NCCO)nc3c(c2=O)C2(CCCC2)Cc2ccccc2-3)CCO1 (configuration not stated)
17 | 7% | 4% | 1.6% | -24%[20 µM] | -14% | -1.5% | -0.2% | 2% | -13% | Cc1cc(NC(=O)c2cccs2)ncc1NC(=O)C(C)C
18 | 6% | 9% | -0.4% | 9% | -34% | -1.3% | 0.2% | 6% | 7% | CN1CCN(CCCNC(=O)c2ccc3c(Cl)c4c(nc3c2)CCCC4)CC1
19 | 11% | -2% | -0.6% | -15% | 0% | -3.0% | 0.2% | -2% | 2% | COc1ccccc1-c1ccc(Nc2ccc(C(=O)N3CCOCC3)cc2)nn1
20 | 0% | -1% | -0.2% | 29% | 1% | 2.0% | 0.2% | -15% | 4% | CC(=O)Nc1ccc(S(=O)(=O)NCCSCc2cccc(Cl)c2)cc1
21 | -28% | -3% | 15% | 21% | 1% | -1.9% | 0.6% | 4% | 1% | CSc1ccc(/C=N/n2c(COc3ccccc3)n[nH]c2=S)cc1
22 | -7% | 4% | -2.0% | 20% | -38% | -5.2% | -0.3% | 14% | 12% | COC(=O)c1ccc(NC(CC(C)C)C(=O)OC)c([N+](=O)[O-])c1 (configuration not stated)
23 | 12% | -5% | -1.3% | 10% | -11% | -2.1% | -0.1% | -4% | -9% | Cc1ccc(OCc2cc(C(=O)N3CCCC3)no2)cn1
24 | 21% | -1% | 4.4% | -36% | 18% | -5.5% | -0.2% | -13% | 0% | C=Cn1ccnc1P(=S)(c1ccc2c(c1)c1ccccc1n2CC)c1nccn1C=C
25 | 25% | -1% | 2.8% | -3% | -4% | -11% | -0.3% | -13% | -8% | CC(C)C(c1nnnn1Cc1ccccc1)N(CCCO)Cc1cc2cc3c(cc2[nH]c1=O)OCO3 (configuration not stated)
26 | -6% | 16% | 1.2% | -40%[20 µM] | -16% | -0.5% | -0.1% | -5% | 9% | COc1ccc(C2=CC(=O)CC(c3ccc(OC)cc3)C2)cc1 (configuration not stated)
27 | -51% | -2% | 2.6% | -26% | 5% | 3.3% | 0.5% | -1% | 6% | Cc1sc2ccccc2[n+]1CCC(C)S(=O)(=O)[O-] (configuration not stated)
28 | 4% | 5% | -0.3% | -29% | -1% | -2.2% | 0.4% | -22% | 31% | CC(C)(C)c1cc(/C=C2\NC(=O)NC2=O)cc(C(C)(C)C)c1O
29 | 9% | 1% | -0.5% | 18% | 5% | -22% | -0.1% | 3% | -1% | COc1ccc(CNC(=O)c2cc(=O)c3cc(C)ccc3o2)cc1
30 | -4% | -2% | 1.7% | 18% | -28% | 17% | 0.4% | 6% | -6% | COc1cccc(C2NC(=S)NC3=C2CCc2ccccc23)c1 (configuration not stated)

2 compounds from above, limited to GPR35 arrestin U2OS:
| nr | smiles | GPR35 arrestin U2OS |
| --- | --- | --- |
| 3 | CCOc1cc(NC(=S)NCCCN2CCOCC2)c(OCC)cc1NC(=O)c1cccs1 | 11% |
| 24 | C=Cn1ccnc1P(=S)(c1ccc2c(c1)c1ccccc1n2CC)c1nccn1C=C | -13% |

Screen by screen, quoted from above.
HIV peptide binding for nos. 17–24: 1.6%, -0.4%, -0.6%, -0.2%, 15%, -2.0%, -1.3%, 4.4%
GPR35 arrestin U2OS for nos. 17–24: 2%, 6%, -2%, -15%, 4%, 14%, -4%, -13%

One compound at a time, from the list above:
CSc1ccc(/C=N/n2c(COc3ccccc3)n[nH]c2=S)cc1 as listed: AID2073: -28%; SIAH1 antagonists: -3%; HIV peptide binding: 15%; KOR beta-arrestin-1: 21%; NOD1 inhibition: 1%; KOR beta-arrestin-2: -1.9%; GPR55 activation: 0.6%; GPR35 arrestin U2OS: 4%; GPR55 LPI antagonism: 1%
Cc1nc([N+](=O)[O-])c(Br)n1CC(=O)c1ccc(Br)cc1 as listed: AID2073: -7%; SIAH1 antagonists: -2%; HIV peptide binding: -1.0%; KOR beta-arrestin-1: -11%; NOD1 inhibition: 45%; KOR beta-arrestin-2: -4.7%; GPR55 activation: 0.0%; GPR35 arrestin U2OS: -11%; GPR55 LPI antagonism: -10%

New compounds follow:
# | AID2073 | SIAH1 antagonists | HIV peptide binding | KOR beta-arrestin-1 | NOD1 inhibition | KOR beta-arrestin-2 | GPR55 activation | GPR35 arrestin U2OS | GPR55 LPI antagonism | Structure
31 | 4% | -4% | -1.1% | -52% | 10% | -0.3% | -0.1% | -8% | -4% | CC(=O)Nc1c(C(=O)N2CCOCC2)sc2nc3c(cc12)COC(C)(C)C3
32 | 2% | 1% | -0.5% | -27% | 0% | 4.3% | -0.2% | 6% | 5% | CC(C)C(=O)N1C2CCC1CC(O)(c1ccc(F)cc1)C2 (configuration not stated)
33 | -24% | -1% | -4.4% | 11% | 2% | -2.5% | -0.4% | 2% | 1% | Cc1ccc(NC(=S)NNC(=O)c2ccco2)cc1
34 | 0% | 8% | 0.3% | -12% | -26% | -3.4% | 1.2% | -5% | 17% | O=C(NC1=NCCCCC1)c1cccc2ccccc12
35 | 3% | 3% | 2.8% | 21% | -11% | -6.3% | -1.0% | -4% | 3% | CC(C)c1ccc(CNC(=O)C(=O)NCC2CCCO2)cc1 (configuration not stated)
36 | -6% | 3% | 0.3% | -10% | -18% | -6.3% | -0.5% | 5% | 15% | C=C(C)CNC(=S)N/N=C/c1ccccc1OCC(=O)O
37 | -17% | 0% | -2.8% | -24% | nt | 3.2% | -0.2% | 18% | 10% | C=CCn1c(-c2cccn(Cc3ccc(Cl)cc3)c2=O)n[nH]c1=S
38 | 2% | 17% | -2.8% | -18% | -21% | 0.2% | -0.3% | 2% | 5% | COc1cc(C2NC(=S)NC3=C2CCc2ccccc23)cc(OC)c1OC (configuration not stated)
39 | 9% | 4% | 3.4% | 7% | -24% | -2.6% | -0.2% | 2% | 8% | C[C@@H]1CN(C(=O)c2nc3ccc(Cl)cn3c2CN(C)CCc2cnn(C)c2)C[C@H](C)O1
40 | -6% | 1% | -0.6% | 40% | -21% | 0.8% | -0.1% | -15% | -3% | O=C(NCC1CCCO1)C1CC(c2ccc(Cl)c(Cl)c2)=NO1 (configuration not stated)
41 | 25% | -3% | -0.6% | -28% | 9% | -2.8% | 0.2% | 2% | 12% | CCc1cc2c(=O)c(-c3nc4ccccc4n3C)coc2c(CN2CCN(C)CC2)c1O
42 | 6% | -3% | -1.6% | nt | -5% | -1.2% | -0.4% | -2% | -11% | CN1CCN(C(N)=NC(=O)c2ccccc2)CC1
43 | -7% | -1% | -2.6% | -1% | 4% | 5.1% | -0.1% | 9% | 11% | CCOC(=O)c1ccc(NC(=O)CNC(=O)c2ccccc2)cc1
44 | 2% | 4% | -2.3% | -2% | nt | 0.3% | 0.3% | 2% | 5% | C[C@H](NC(=O)OC(C)(C)C)C(=O)NCC1CCC(C(=O)O)CC1 (some centres not stated)
45 | 7% | -2% | 0.8% | 0% | 20% | 1.7% | -0.2% | 12% | 8% | Cc1ccc(S(=O)(=O)Nc2ccccc2CNc2ncc(Br)cc2Br)cc1
46 | 10% | 1% | 0.4% | -7% | -14% | -1.0% | 0.1% | 9% | -3% | Cc1cc2c(=O)n(C)c(SCC(=O)Nc3ccccc3)nc2s1
47 | 37% | -3% | 13% | -7% | -9% | -3.3% | -0.3% | 1% | 7% | COc1ccc2c(Cl)c(C(=O)N/N=C/c3c(C)[nH]c4ccccc34)sc2c1
48 | 0% | 1% | 0.3% | nt | -60% | nt | 0.2% | 13% | 14% | CCCn1c(=O)[nH]c(=O)c2c1nc(-c1ccc3c(c1)OCCO3)n2CCN1CCOCC1
